KB-V1 cytotox: KB-V1 MDR subline cytotoxicity; KB-V1 MDR cells viability, CellTiter-Glo, 72 h; Potency, µM (series often up to 46.1 µM), for inactives: at the highest dose activity change, negative = cytotoxicity, usual class: cytotoxic; 3.4% of 400,000 active; further: on the % scale 0 is the no-effect control and ±100 the full control effect; nearly all actives have a fitted effect of over 60% in size
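Cells of the MDR subline KB-V1 are plated, dosed with compound at multiple concentrations, and incubated 72 h at 37 degrees C; CellTiter-Glo is then added and luminescence read after 10 min.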
GLP1R cytotox: cytotoxicity counter-screen for GLP-1 receptor inverse agonists; HEK293 cAMP-luciferase reporter cells, luminescence, 24 h; Potency, µM (highest dose often 38.3 µM), without a hit: at the highest dose activity change, negative = inhibition, most hits filed as inhibitors; 0.13% of 410,000 active; AID 624418;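 further: loss of luciferase light is scored as toxicity; on the % scale 0 is the no-effect control and ±100 the full control effect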
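Compound-treated cells are incubated 24 hr at 37 deg C under 5% CO2 after a 12 hour attachment period, then luciferase detection reagent is added and luminescence is measured following 12 min at room temperature; lowered signal indicates toxicity.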
KB-3-1 tox: kills parental KB-3-1 adenocarcinoma cells; KB-3-1 viability, CellTiter-Glo ATP luminescence, 72 h; Potency, µM (highest dose often 46.1 µM), for inactives: at the top dose activity change, negative = cytotoxic, most hits filed as cytotoxic; 1.4% of 400,000 active; AID 1347075; further: on the % scale 0 is the no-effect control and ±100 the full control effect; nearly all actives have a fitted effect of over 60% in size
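Multi-concentration cytotoxicity screen in KB-3-1 cells grown in DMEM lacking phenol red with 10% FBS. After 72 h at 37 °C with compound, ATP-dependent luminescence was recorded.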
HT1080 IDH1KD tx: HT-1080 IDH1 knockdown cell toxicity (counter line) | HT-1080 IDH1 knockdown viability, ATP luminescence, 48 h | Potency, µM (doses to about 46.1 µM), inactives show at the top dose activity, negative = toxicity, most hits filed as cytotoxic | 2% of 360,000 active | AID 686971;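 further: 0% = DMSO wells and -100% = cell-free medium wells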
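After a 2 h attachment period, IDH1KD HT-1080 cells took pin-transferred compound for 48 h at 37 °C; ATP-based luminescence after 10 min room-temperature reagent incubation reported viability.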
HT1080-NT tox: kills 2HG-producing HT-1080-NT fibrosarcoma cells. HT-1080-NT fibrosarcoma viability, CellTiter-Glo ATP luminescence, 48 h. Potency, µM (doses to about 46.1 µM), without a hit: at the top dose activity, negative = less viability, most hits filed as cytotoxic. 1.6% of 360,000 active;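 further: NT is the 2HG producing partner of a matched IDH1 knockdown line; 0% = DMSO-treated cells and -100% = media-only wells without cells; nearly all actives have a fitted effect of over 55% in size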
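Viability by CellTiter-Glo luminescence after 48 h compound exposure at 37C of HT-1080-NT cells (750/well, RPMI, 5% FBS). % activity scaled between DMSO wells and medium-only wells, then curve-fitted and categorized by curve class.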
GLP-1R inv ag: GLP-1 receptor (human) inverse agonism. Potency, µM (doses to about 38.3 µM), for inactives: top-dose activity change, negative = inhibition, usual class: inhibitors. 1.6% of 410,000 active. P43220. HEK293 GLP-1R CRE-luciferase, luminescence, 24 h; GLP-1R form is constitutively active; further: on the % scale 0 is the no-effect control and ±100 the full control effect; nearly all actives have a fitted effect of over 55% in size
Target sequence (P43220 whole entry, looked up): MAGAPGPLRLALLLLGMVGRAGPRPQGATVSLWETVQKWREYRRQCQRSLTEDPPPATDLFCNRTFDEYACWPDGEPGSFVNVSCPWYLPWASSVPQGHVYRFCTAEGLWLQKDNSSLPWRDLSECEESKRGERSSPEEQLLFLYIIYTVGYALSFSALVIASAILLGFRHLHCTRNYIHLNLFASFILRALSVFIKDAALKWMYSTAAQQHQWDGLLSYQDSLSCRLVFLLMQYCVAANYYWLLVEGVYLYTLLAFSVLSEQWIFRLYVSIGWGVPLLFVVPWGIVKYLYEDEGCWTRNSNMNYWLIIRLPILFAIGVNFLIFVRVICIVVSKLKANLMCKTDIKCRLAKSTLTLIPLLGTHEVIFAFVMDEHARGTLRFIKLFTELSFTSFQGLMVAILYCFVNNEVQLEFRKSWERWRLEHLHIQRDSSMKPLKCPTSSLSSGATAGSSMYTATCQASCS
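Constitutively active GLP-1R drives a cAMP-responsive luciferase in stably transfected HEK293 cells; test compounds are added after overnight (12 h) attachment and left 24 hr, and signal loss in luminescence marks inhibition.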
GLP1R ag: GLP-1 receptor (human) agonism; Potency, µM (series often up to 45.6 µM), inactives show top-dose activation, most hits filed as activators; HEK293 GLP-1R CRE-luciferase, luminescence, 4-6 h; cells express a hypersensitive GLP-1R form; 0.007% of 380,000 active; P43220; further: % of control where 0% means no effect
TDP43 rescue: TDP-43 toxicity inhibition in yeast; AID 652104; TDP-43 expressing yeast growth rescue, BacTiter-Glo, 24 h; 1.8% of 410,000 active; Potency, µM (titrated, usually from 46.1 µM), inactives show at the top dose growth rescue (activation), hits mostly activators; further: % of control where 0% means no effect; nearly all actives have a fitted effect of over 50% in size
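Yeast expressing TDP-43 (pregrown in raffinose, seeded at OD600=0.02 in galactose medium) exposed to compounds 24 hr at 30 deg C. Growth read by BacTiter-Glo luminescence; rescue of toxicity appears as increased signal.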
SW480 rerep: inducers of DNA re-replication in SW480 colon cancer cells; AID 624297; SW480 DNA re-replication, Hoechst DNA content imaging, 48 h; Potency, µM (series often up to 46.1 µM), inactives show top-dose re-replication activation, actives largely listed as activators; 1.8% of 340,000 active; further: % of control where 0% means no effect; nearly all actives have a fitted effect of over 55% in size
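Cells (250 per well) received 23 nL compound or DMSO by pin tool and were kept 48 hr at 37 C, 5% CO2. Nuclei were then stained with Hoechst for 40 min and scanned for DNA content.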
Active calls of the source: *; ? = inconclusive; . = not tested or not shown; [ ] = remark or other dose. The call rests on the fitted dose curve; in most records, active means well fitted curve in the direction sought with a large enough effect; inconclusive means small, poorly fitted or top-dose-only effect, or another doubt; inactive means no such curve, though single readings can be large; an effect the other way counts as inactive or inconclusive. Potency means the concentration at half of the fitted maximal effect. No enrichment for hits; overall some 9.4% were active at least once.

item | Structure | GLP1R cytotox | KB-3-1 tox | HT1080 IDH1KD tx | GLP-1R inv ag | TDP43 rescue | KB-V1 cytotox | SW480 rerep | HT1080-NT tox | GLP1R ag
1 | CC1CN(C(=O)c2cc(S(=O)(=O)N3CCN(c4ccccc4)CC3)ccc2Cl)CC(C)O1 (centres undefined) | 6% | -21% | -13% | ? | 3% | ? | -5% | -7% | -1%
2 | O=C(CSc1nnc(CNC(=O)c2ccc(F)cc2)o1)NCc1ccccc1 | 5% | -1% | 10% | 8% | 21% | 4% | 2% | 12% | -9%
3 | COc1ccc(/C(C)=N/Nc2cccc(C(=O)O)c2)cc1OC | 17% | -10% | -2% | 42%[activator] | 8% | 8% | -9% | -2% | 0%
4 | COc1cccc(NC(=O)COc2c(F)c(F)c(C(F)(F)F)c(F)c2F)c1 | -6% | 0% | 0% | ? | -1% | 8% | -3% | 2% | 23%
5 | Cc1ccc(C(=O)OCC(=O)NCc2ccco2)cc1 | -1% | 17% | 6% | 3% | 2% | 14% | 2% | 7% | -8%
6 | O=C(Cc1ccc(S(=O)(=O)N2CCOCC2)s1)Oc1ccc(F)cc1 | 0% | -9% | 0% | -35% | -25% | ? | 8% | -2% | 0%
7 | COc1ccc(-c2csc(NC(=O)CS(=O)(=O)c3ccccc3)n2)cc1 | 2% | 3% | -4% | ? | ? | -3% | -372%[inhibitor] | -24% | 14%
8 | CCn1ccnc1CN(C)Cc1cn[nH]c1-c1ccc(OC)c(F)c1 | -17% | -8% | -7% | 10µM* | -2% | ? | -1% | 0% | -3%
9 | Cc1nnc(SCC(=O)NC2CCCc3ccccc32)n1-c1ccccc1 (centres undefined) | 6% | 1% | 4% | -19% | -24% | 0% | 2% | -1% | 1%
10 | COc1ccc([C@@H]2CC=C(C(=O)O)[C@H](c3ccc(C)cc3)N2S(=O)(=O)c2ccccc2C)cc1 | -8% | 0% | -11% | ? | ? | 0% | -20% | -17% | -1%
11 | O=C(NCc1ccccc1OC(F)(F)F)C1CCC(=O)N(Cc2ccccn2)C1 (centres undefined) | -8% | 15% | 6% | -14% | ? | 24% | 21% | 8% | 3%
12 | O=C(OCc1nnc(-c2ccc([N+](=O)[O-])cc2)o1)c1ccc(F)c(S(=O)(=O)N2CCOCC2)c1 | -4% | -8% | -6% | 40%[activator] | -13% | -15% | -39%[inhibitor] | -5% | 6%
13 | COc1ccc(N2C3=[N+](CC2(C)O)c2ccccc2CC3)cc1 (centres undefined) | 2% | 6% | -18% | 0% | -27% | -2% | -4% | -7% | -4%
14 | COC(=O)[C@H](C(C)C)N(Cc1ccccc1)S(=O)(=O)CCN1CCN(c2ccccc2)CC1 | 4% | ? | -11% | ? | -6% | 0% | 14% | 2% | 11%
15 | CCN(CC)S(=O)(=O)c1ccc(N/N=C(\C)c2ccncc2)nc1 | -24% | 9% | -12% | ? | -9% | -7% | ? | -13% | 26%
16 | O=C(CCCN1C(=O)c2ccccc2C1=O)Nc1nncs1 | -4% | 24% | 16% | 12% | 1% | 15% | -8%[9.22 µM] | 19% | -10%
17 | Cc1nc2cc(C(=O)NCc3cccnc3)ccc2n1-c1ccc(F)cc1F | -13% | 15% | 17% | 3% | -14%[0.397 µM] | -5% | 8% | 10% | 11%
18 | COc1ccc(S(=O)(=O)NNC(N)=S)cc1 | 3% | 4% | 8% | 1% | -4% | 21% | -44%[inhibitor] | 15% | 1%
19 | Cc1ccc(OCC(=O)Nc2ccc3c(c2)nc(CCN2CCN(C)CC2)n3C)cc1 | 8% | -15% | 13% | ? | 6% | 2% | 9% | -7% | -7%
20 | COc1cccc(C(=O)OC2CCN(C)CC2)c1 | -1% | -12% | 14% | ? | -4%[9.22 µM] | -8% | -19% | 28% | 6%
21 | CC(C)=NNc1cnnc2ccc([N+](=O)[O-])cc12 | -13% | 30% | -14% | 2% | 8% | 12% | . | -25% | 4%
22 | C/C(CC(=O)NC(C)(C)C)=N\NC(N)=S | ? | 17% | -5% | ? | -17% | 4% | 0% | -16% | 0%
23 | CCC(=O)Nc1ccc(C(=O)OCC(=O)c2ccc(C)c([N+](=O)[O-])c2)cc1 | -8% | 6% | 10% | 0% | 16% | 3% | -1% | 14% | 11%
24 | CCOC(=O)C1(CCCc2ccccc2)CCN(C(=O)CCN2CCCCC2=O)CC1 | -6% | 3% | -1% | ? | -20%[0.397 µM] | -10% | 1% | 7% | 20%
25 | O=C1c2ccccc2C(O)(c2ncc[nH]2)N1CCc1ccccc1 (centres undefined) | -23% | 8% | 9% | 0% | -3% | -13% | ? | 12% | 0%

Sorted by value in GLP-1R inv ag (low to high): 6 of the compounds above.
| # | Molecule | GLP-1R inv ag | SW480 rerep | GLP1R ag |
| --- | --- | --- | --- | --- |
| 6 | O=C(Cc1ccc(S(=O)(=O)N2CCOCC2)s1)Oc1ccc(F)cc1 | -35% | 8% | 0% |
| 9 | Cc1nnc(SCC(=O)NC2CCCc3ccccc32)n1-c1ccccc1 (centres undefined) | -19% | 2% | 1% |
| 11 | O=C(NCc1ccccc1OC(F)(F)F)C1CCC(=O)N(Cc2ccccn2)C1 (centres undefined) | -14% | 21% | 3% |
| 23 | CCC(=O)Nc1ccc(C(=O)OCC(=O)c2ccc(C)c([N+](=O)[O-])c2)cc1 | 0% | -1% | 11% |
| 5 | Cc1ccc(C(=O)OCC(=O)NCc2ccco2)cc1 | 3% | 2% | -8% |
| 16 | O=C(CCCN1C(=O)c2ccccc2C1=O)Nc1nncs1 | 12% | -8%[9.22 µM] | -10% |

Filtered by structure: the entries above with a nitro group on carbon.
item | Structure | GLP1R cytotox | KB-3-1 tox | HT1080 IDH1KD tx | GLP-1R inv ag | TDP43 rescue | KB-V1 cytotox | SW480 rerep | HT1080-NT tox | GLP1R ag
12 | O=C(OCc1nnc(-c2ccc([N+](=O)[O-])cc2)o1)c1ccc(F)c(S(=O)(=O)N2CCOCC2)c1 | -4% | -8% | -6% | 40%[activator] | -13% | -15% | -39%[inhibitor] | -5% | 6%
21 | CC(C)=NNc1cnnc2ccc([N+](=O)[O-])cc12 | -13% | 30% | -14% | 2% | 8% | 12% | . | -25% | 4%
23 | CCC(=O)Nc1ccc(C(=O)OCC(=O)c2ccc(C)c([N+](=O)[O-])c2)cc1 | -8% | 6% | 10% | 0% | 16% | 3% | -1% | 14% | 11%

The list goes on:
item | Structure | GLP1R cytotox | KB-3-1 tox | HT1080 IDH1KD tx | GLP-1R inv ag | TDP43 rescue | KB-V1 cytotox | SW480 rerep | HT1080-NT tox | GLP1R ag
26 | Cc1cccc(C)c1OC(=O)CSc1nnc(CNC(=O)c2ccccc2)o1 | 6% | -20% | . | -6% | 1%[9.22 µM] | -27% | . | . | .
27 | CCC(=O)Nc1cccc(-c2csc(-c3ccccc3)n2)c1 | -16% | 0% | 18% | 0% | 8% | 1% | . | 18% | -8%
28 | Cc1ccccc1N(CC(=O)NCc1ccco1)C(=O)CCC(=O)Nc1nccs1 | 1% | 14% | 0% | 5% | 0% | -3% | -3% | 22% | 6%
29 | CCCc1nnc(NC(=O)CCC(=O)NC2CCCCC2)s1 | -25% | 3% | 14% | 7% | 12% | ? | 19% | 4% | 12%
30 | Cc1ccc(-n2c(C)cc(C3N=C(N)Nc4nc5ccccc5n43)c2C)c(C)c1 (centres undefined) | 5% | -6% | 20µM* | 5% | -7% | -10% | -17% | ? | -3%
31 | O=C(CCc1nnc(CCCCc2ccccc2)o1)NCCn1cccn1 | -27% | 0% | -1% | 8% | -2% | -7% | -81%[inhibitor] | 6% | 3%
32 | COc1ccc(-c2nc(Cn3c(SCc4cccc(Cl)c4)nc4ccncc43)c(C)o2)cc1 | ? | -1% | . | ? | -10% | -7% | . | . | .
33 | COC(=O)C(Cc1ccc(O)cc1)NC(=O)NC12CC3CC(CC(C3)C1)C2 (centres undefined) | -13% | -23% | -54% | ? | 0% | 9% | ? | ? | 0%
34 | O=c1c(Cl)c(NCCCO)cnn1-c1nc2ccccc2[nH]1 | ? | ? | 13µM* | -25% | -6% | -45% | ? | 13µM* | -30%
35 | COc1ccc(S(=O)(=O)NNC(=O)Nc2ccccc2OC)c(OC)c1 | ? | -1% | 0% | ? | -11% | -2% | 2% | 4% | 3%
36 | CCOc1cc(-c2nc(-c3ccc(Br)cc3)no2)cc(OCC)c1OCC | -6% | 0% | . | -13% | -3% | 5% | . | . | .
37 | COc1ccc(NC(=O)CSc2nc(N)c(C#N)cc2C#N)cc1 | 0% | -10% | -17% | 2% | -21% | 0% | 1% | ? | 9%
38 | CC1CN(S(=O)(=O)c2cc(C(=O)N(C)Cc3cccs3)ccc2Cl)CC(C)O1 (centres undefined) | 1% | -3% | 2% | -27% | 18% | 10µM* | -3% | 0% | 26%
39 | CCn1c(SCC(=O)N2CCCC2)nc2ccccc2c1=O | -2% | 4% | -5% | 5% | -17% | 6.5µM* | -1% | 6% | 1%
40 | Cc1nc2ccccc2c2oc(C(=O)N3CCCC(C)C3)cc12 (centres undefined) | -4% | 3% | 0% | -15% | 17% | -4% | 1% | -1% | ?
41 | O=S1(=O)CC=C(CSC(=S)NC2CCS(=O)(=O)C2)C1 (centres undefined) | -7% | ? | -14% | 19% | ? | -14% | ? | 1% | 0%
42 | COc1ccc(CCNC(=O)C(C(=O)c2ccccc2)n2cc(Cl)ccc2=O)cc1OC (centres undefined) | 8% | 6% | 8% | 15% | 3% | 16µM* | 4% | 9% | -1%
43 | CC1CCCN(S(=O)(=O)c2ccc(NC(=O)C3CC(=O)N(C(C)(C)C)C3)cc2)C1 (centres undefined) | 20% | 0% | -14% | -16% | -14% | -1% | 10% | -9% | 3%
44 | COc1ccc(Cl)cc1C(=O)O/N=C(\N)c1ccncc1 | -6% | -26% | ? | 3% | 0% | -7% | -8% | ? | 2%
45 | COc1ccc(CCNC(=O)CSc2nc3ccccc3c3nc(CCN4CCCCC4)nn23)cc1OC | 2% | 12% | 2% | 19% | 4%[9.22 µM] | -2% | -12% | -2% | 7%
46 | O=C(Cc1ccccc1[N+](=O)[O-])NC1CC1 | -7% | -4% | 5% | 3% | 1% | 6% | 4% | 4% | 8%
